Bioassay records (PubChem BioAssay)
ALOX12 inh – Primary qHTS assay for inhibitors of human arachidonate 12S-lipoxygenase (ALOX12): Round 2 | 1.1% of 580,000 active | Potency, µM (top dose mostly 108 µM), for inactives: top-dose activity change, negative = inhibition, usual class: inhibitors | Polyunsaturated fatty acid lipoxygenase ALOX12 (Homo sapiens), P18054 | purified 12hLO, xylenol orange hydroperoxide absorbance; active means well fitted inhibition curve with a large enough effect; inconclusive means small, poorly fitted or top-dose-only effect, or another doubt; inactive means no such curve, though single readings can be large or run the other way
Target sequence (P18054 whole entry, looked up): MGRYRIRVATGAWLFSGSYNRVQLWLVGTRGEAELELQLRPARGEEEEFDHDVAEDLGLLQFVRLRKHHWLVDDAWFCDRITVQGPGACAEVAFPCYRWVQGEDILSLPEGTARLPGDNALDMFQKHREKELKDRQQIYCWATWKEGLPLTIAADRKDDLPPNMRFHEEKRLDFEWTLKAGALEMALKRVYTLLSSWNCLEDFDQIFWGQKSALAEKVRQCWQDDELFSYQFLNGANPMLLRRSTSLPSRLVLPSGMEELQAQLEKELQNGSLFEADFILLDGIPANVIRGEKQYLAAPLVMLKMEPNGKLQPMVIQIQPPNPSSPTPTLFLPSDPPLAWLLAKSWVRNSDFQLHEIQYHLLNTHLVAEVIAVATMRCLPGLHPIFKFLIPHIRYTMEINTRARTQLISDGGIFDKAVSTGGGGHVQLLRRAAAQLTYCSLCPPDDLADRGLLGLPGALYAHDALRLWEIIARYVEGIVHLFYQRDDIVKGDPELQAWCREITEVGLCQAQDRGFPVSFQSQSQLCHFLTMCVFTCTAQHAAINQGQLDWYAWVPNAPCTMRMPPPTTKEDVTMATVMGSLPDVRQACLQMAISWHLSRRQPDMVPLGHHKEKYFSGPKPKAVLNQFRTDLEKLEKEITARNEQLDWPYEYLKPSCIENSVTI
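Purified human 12hLO (150 nM final) in 25 mM Hepes, 0.01% Triton X-100, pH 7.0 was preincubated 15 min at room temperature with compound. Then 40 uM arachidonic acid was added, 30 min. Hydroperoxide was read by Fe-XO absorbance ratio 573/405 nm.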
* = called active by the depositor; ? = inconclusive; & = joins results of further samples; [ ] = remark or other dose. On the % scale 0 is the no-effect control and ±100 the full control effect; potency means the concentration at half of the fitted maximal effect. Not all compounds are listed; the hit share may differ from the screen's.

ALOX12 inh	compound
?	O=C1CO[C@H]2CCN(Cc3cccc(OC(F)(F)F)c3)CC[C@@H]2N1Cc1c[nH]c2ccccc12
9.1%	O=S(=O)(NCCc1ccc(-n2cccn2)cc1)c1ccc(F)cc1
41.3%[activator][176 µM]	CC1(C)[C@H](Cc2cc(CCO)on2)C[C@@H]1NC(=O)C1CCC1
3.1%	O=C(NCCc1c[nH]c2ccccc12)C12CC3CC(CC(C3)C1)C2
-16.1%	CCOc1ccccc1CN1CCC2(CCN([S+](=O)([O-])c3ccc(C)cc3)CC2)Oc2ccccc21
6.0%	CC(C)CNc1ncnc2c1sc1nc(C(C)C)c3c(c12)CC(C)(C)OC3
-6.6%	COc1cc(C(=O)Oc2ccc3c(c2)O/C(=C\c2ccc(C(C)(C)C)cc2)C3=O)cc(OC)c1OC
-1.5%	CC(C)[C@H](NC(=O)CC1CCCC1)C(=O)N1CCC[C@H]1C(=O)NCc1ccccc1
-7.2%	CCOc1ccc2cc(-c3csc(Nc4ccccc4F)n3)c(=O)oc2c1
6.7%	CCC(=O)Nc1ccc2oc(-c3ccncc3)nc2c1
39.0%[activator]	CCC(CC)CN1CC2(CCN(C(=O)c3cn4cccnc4n3)CC2)OC1=O
43.9%[activator]	O=C(c1ccn[nH]1)N1CCCCC1c1noc(COc2ccc(F)cc2)n1 (stereo not drawn)
5.8%	COc1cccc(CC(=O)N2CCCC(c3noc(COc4ccccc4F)n3)C2)c1 (stereo not drawn)
-2.5%	CC(NC(=O)c1c(N)[nH]c(C(=O)c2ccc(Cl)cc2)c1-c1ccc(Br)cc1)c1cccc2ccccc12 (stereo not drawn)
-29.9%	CN(Cc1ccccc1)C(=O)c1ccc(OCc2ccccc2)cc1
-37.9%	CCCCN(CCCC)S(=O)(=O)c1nc(C)c(Cl)c(C)c1C#N
7.2%	COc1ccc(OC)c(C2CC(=O)Nc3c2c(C)nn3-c2ccc3nnc(C)n3n2)c1 (stereo not drawn)
60.2%	COc1ccc(CN2CCNC(=O)C2CC(=O)N(C)Cc2cccnc2)c(F)c1 (stereo not drawn)
?	Cc1ccc(-c2csc3c2NC(=O)CC3c2ccc(OCC(N)=O)cc2)cc1 (stereo not drawn)
-4.2%	COC(=O)C1=C(C)N(C)C(=NCc2ccc(OC)cc2)NC1c1cccc(F)c1 (stereo not drawn)
?	CC(C)(C)C(=O)c1cn(CCOc2ccccc2F)c2ccccc12
?	Cc1c(Cl)cccc1NC(=O)CSc1nnc2[nH]c(=O)c(C(C)(C)C)nn12
73.9%[activator]	CC1CCN(C(=O)[C@@H](C)C2CC[C@@]3(C)CC[C@H](NC(=O)Nc4cccc(F)c4)[C@@H](C)[C@@H]3[C@H]2O)CC1 (stereo partly drawn)
8.2%[6.33 µM]	CC(=O)Nc1ccc(CN2CCC3(CN[S+](=O)([O-])c4cnccc4O3)C2)cc1 (stereo not drawn)
12.7%[176 µM]	CCCCCCCCCC(=O)OCC
6.7%[6.33 µM]	O=[S+]([O-])(c1ccc(Br)cc1)c1nnn2c1nc(NC1CC1)c1ccccc12
30.4%[activator]	Cc1cc(C)n(CCC(=O)NCC23CCC=C2N(CC2CC2)C(=O)CC3)n1 (stereo not drawn)
0.5%[12.5 µM]	Cn1nccc1CN1CCC(N2CCNC2=O)CC1
1.2%	O=C(CSCCSCC(=O)c1ccccc1)c1ccccc1
-1.3%	CC1CCC2(CC1)OCC(C(=O)NC1CCCCC1)N2C(=O)c1ccc(F)cc1 (stereo not drawn)
4.4%	CC(C)c1noc(-c2cn(C3CCN(C(=O)c4cccc(C(F)(F)F)c4)C3)nn2)n1 (stereo not drawn)
-26.7%	Cc1ccc(CNc2ncnc3onc(-c4cc(F)cc(F)c4)c23)cc1
?	CC(=O)c1ccc(C(=O)N(C)C(C)c2ccc(Cl)cc2)s1 (stereo not drawn)
44.0%[activator]	COc1ccc2c(C)c(CC(=O)Nc3ccc4c(c3)OCO4)c(=O)oc2c1
41.5%	O=C(c1c2c(nc3ccccc13)CCCC2)N1CCCC(c2nc(C3CCOCC3)no2)C1 (stereo not drawn)
?	CC(C)CCN1C(=O)c2ccccc2C1c1c[nH]c2ccccc12 (stereo not drawn)
72.7%[activator]	CO[C@H]1C(=O)N(C(C)C)[C@H]1C1CCN(C(=O)CCc2ccccc2)CC1
-38.3%	O=C1NCCC[C@@H]1NC(=O)[C@@H]1CN(C(=O)C2CCCCC2)CCN1C(=O)c1cccc(F)c1
-50.2%	CCn1nc(C(=O)Nc2ccc(Cl)cc2C)c2ccccc2c1=O
-2.6%	CC(=O)N1CCN(C(C(=O)O)c2c[nH]c3ccc(C)cc23)CC1 (stereo not drawn)
66.2%[activator]	COc1ccc(CN2C[C@@H](CO)[C@H](c3ccccn3)C2)cc1C
?	CSc1nc2ccccc2c(=O)n1CC(=O)c1cc(C)c(C)cc1C
46.7%[activator]	Cc1ccc(OCc2nc(C3CN(C(=O)c4cc(C)nn4C)C3)no2)cc1
?	Cc1ccc(CN2CCN(c3cc(NCCO)ncn3)CC2CCO)cc1 (stereo not drawn)
107.9%&39.4%[activator][176 µM]	c1cncc(-c2nc3ncccc3[nH]2)c1
0.0%	NC(CO)C(=O)OCc1ccccc1 (stereo not drawn)
-11.2%	COc1ccc(C(=O)N2CCC(N3CC4CCCN4C3=O)CC2)cc1 (stereo not drawn)
3.0%	Cn1nc2n(c1=O)CCC(N)CC2 (stereo not drawn)
38.2%[activator]	c1cn(CCCNCc2ccc(-n3ccnc3)cc2)cn1
3.6%	CCCc1cc(=O)[nH]c(Nc2nc(C)c3cc(C)c(C)cc3n2)n1

Reformatted: entries from further up
CCCc1cc(=O)[nH]c(Nc2nc(C)c3cc(C)c(C)cc3n2)n1
  ALOX12 inh: 3.6%
COc1ccc(C(=O)N2CCC(N3CC4CCCN4C3=O)CC2)cc1 (stereo not drawn)
  ALOX12 inh: -11.2%
Cc1cc(C)n(CCC(=O)NCC23CCC=C2N(CC2CC2)C(=O)CC3)n1 (stereo not drawn)
  ALOX12 inh: 30.4%[activator]
CO[C@H]1C(=O)N(C(C)C)[C@H]1C1CCN(C(=O)CCc2ccccc2)CC1
  ALOX12 inh: 72.7%[activator]

Further records.
ALOX12 inh	compound
74.7%[activator][176 µM]	O=C(C[C@@H]1O[C@H](CNC(=O)c2ccccc2)[C@@H](O)[C@H]1O)NCCN1CCOCC1
?	CCN(CC)CCCC(C)NCC1CC2C=CC1C2 (stereo not drawn)
40.0%[activator]	O=C(c1cccc(F)c1)N1CCC(Cc2nc(-c3cnccn3)no2)CC1
-17.7%[176 µM]	CC(C)CCN1CC2(COCC(=O)N(Cc3cccc(OC(F)(F)F)c3)C2)C1
-7.5%	O=C(c1ccncc1)N1CCCC(COc2ccccc2C(=O)N2CCCCC2)C1 (stereo not drawn)
35.7%[activator]	Cc1ccc(C(=O)N2CCN(c3cc(C(F)(F)F)nc(C)n3)CC2)cc1
13.4%	CCOCC(=O)N1CCCC(c2nc(-c3ccccc3)no2)CCNC(=O)CC1 (stereo not drawn)
1.4%[6.33 µM]	CC(C)(C)c1nc(C(=O)NCCc2ccc(Cl)cc2)n2ccncc12
8.91µM*	CCc1c(C)sc(NC(=O)C2CCCCC2)c1C#N
?	Cc1cccc(C(=O)OC2CCCN(C)C2)c1 (stereo not drawn)
1.5%	Cc1cc(C)c2c(=O)cc(C(=O)Nc3c(C)cccc3C)oc2c1
15.9%	COC(CNC(=O)C1CCN(c2ncnc3sc4c(c23)CCC4)CC1)OC
1.3%	COc1ccc(NC(=O)c2cc(OC)c3cc(Cl)ccc3n2)cc1
21.1%	O=C([C@@H]1C[C@H](F)CN1S(=O)(=O)c1cc(F)ccc1F)N1CCCCC1
?	CN(Cc1ccccc1)C(=O)C[C@@H]1O[C@H](CNC(=O)c2ccccc2)[C@@H](O)[C@H]1O
3.0%	CCOC(=O)NC(C(=O)NCc1ccc(OC)cc1)C(C)C (stereo not drawn)
24.0%	CN(C)CC(=O)N1CC(F)(F)C[C@H]1c1nc(C2CC2)no1
92.5%[activator]	O=C(C1CC1)N1CCC(Cc2noc(-c3ccccc3)n2)C1 (stereo not drawn)
32.8%[activator]	O=C(Cn1nc2n(c1=O)CCCC2)Nc1ccccc1
6.5%[176 µM]	COC(=O)[C@@H]1Cc2ncn(Cc3ccc(Cl)cc3)c2CN1C(=O)c1cccs1
27.9%	O=C(CCc1ccc(O)cc1)N1C[C@@H](CN2CCOCC2)[C@@H](CO)C1
?	Cc1ccc(S(=O)(=O)Nc2cnc3ccccc3c2)c(C)c1C
57.6%[activator]	CCOCCOC1CCN(C(=O)Nc2cccc(C)c2)CC1
39.1%[activator]	CCN(CC)C(=S)SCC(=O)NCC(=O)Nc1c(C)cc(C)cc1C
18.7%[176 µM]	O=C(NC[C@H]1OC[C@@H](NCc2ccc(F)cc2)[C@@H]1O)c1ccncc1
47.7%[activator]	Cc1ccc(Cl)cc1NC(=O)C1CCCCC1
-1.5%[176 µM]	Cc1cccc2c1nc1n2[C@@H](CNCc2cccnc2)COC1
?	N=C(N)SCCSc1cc(Cl)ccc1Cl
-11.5%	CC(=O)c1c(C(C)=O)c(C)n(-c2ccc(Br)cc2)c1C
30.3%	O=C(CN1CCCCCCC1)N1CCCC2(CCNC2)C1 (stereo not drawn)
19.4%	COCCN1C(=O)C(CC(=O)NCCc2ccccc2)=C2CCCCC21 (stereo not drawn)
23.3%	Cc1ncsc1CCC(=O)N[C@H](c1cccs1)C1CC(O)C1 (stereo partly drawn)
15.9%	Cc1noc(C)c1C(=O)N1CCC(c2nnc(CN(C)C)n2C)CC1
?	Cc1ccc(NC(=O)CSc2nc(-c3ccco3)ccc2C#N)cc1Cl
92.5%[activator]	Cc1ccc(C)c(CN2CCC3(CCC(=O)N(CCc4ccncc4)C3)CC2)c1
1.9%[176 µM]	CC1=C[C@@H](CN(C)CCN(C)C)[C@H](C(C)C)C[C@H]1Cc1nnc(-c2ccccc2)o1
-29.1%	Cc1ccc(C)c(C(=O)Cn2nc(C(=O)O)c3ccccc3c2=O)c1
15.1%[176 µM]	COCCN1C(=O)[C@@H]2C[C@@H](CN2Cc2ccccn2)Oc2ccccc21
7.0%	CC(NC(=O)CCNC(=O)C(C)(C)C)C(=O)NC1CCCC1 (stereo not drawn)
15.6%	Cc1cccc(=O)n1CCC(=O)N1CCCCC(N)C1 (stereo not drawn)
-23.9%	C[C@H](c1ccccc1)N1C[C@@H](COCc2ccccc2)Oc2cccc(Oc3ccc(F)cc3)c2S1(=O)=O
19.6%	COc1ccc(C(=O)Nc2ccnn2C2CCN(c3nccc(N)n3)CC2)cc1
-5.2%	CC(O)CNc1nc(-c2ccsc2)nc2ccccc12 (stereo not drawn)
6.3%	COC[C@@H]1CN(S(=O)(=O)c2cc(F)cc(F)c2)C[C@H]1C(N)=O
1.8%	COc1ccc(Cl)cc1-c1ccc2c(c1)C(=O)N1CC[C@H](NC(=O)c3cccs3)C[C@H]1C(=O)N2
36.0%[activator]	O=C(CCc1ccc2c(c1)OCO2)N[C@H](c1cccs1)C1CC(O)C1 (stereo partly drawn)
3.2%	COC(=O)c1ccccc1NC(=O)N1CC(C)Oc2ccc(C)cc21 (stereo not drawn)
2.7%[176 µM]	CC(=O)N1CCCN(C(=O)[C@@H]2Cc3cn(C)c4cccc(c34)[C@H](CC(C)C)N2)CC1
-7.9%	O=C1C[C@@H]2CCN(C(=O)Nc3cccc(C(F)(F)F)c3)C[C@@H]2CCN1CCN1CCNC1=O
24.2%	CCN(CC)S(=O)(=O)c1ccc(C)c(NC(=O)c2nn(-c3ccccc3)c(=O)c3ccccc23)c1

More compounds follow.
ALOX12 inh	compound
-7.2%	CC(=O)N(c1nc(COc2ccccc2C(N)=O)cs1)c1cccc(C)c1C
0.2%	O=C(N[C@H]1CC[C@@]23CCCN2C(=O)CCC[C@H]3[C@H]1Cc1ccccc1)c1ccc(Cl)c(C(F)(F)F)c1
57.6%[activator]	O=S(=O)(Cc1ccccc1)N[C@H]1CO[C@H]2[C@@H]1OC[C@@H]2n1nnnc1Oc1ccc(-n2ccnc2)cc1
10.4%	CCO[C@H]1CN(Cc2cnc(-c3cccs3)nc2)C[C@@H]1O
3.4%	Cc1ccc(SC(C)C(=O)Nc2c(C)cccc2C)cc1 (stereo not drawn)
-0.9%[6.33 µM]	C#CCNC(=O)c1cc(-c2ccccc2OC)c2cnn(C)c2n1
7.9%	Cn1nc(C(=O)NC(CC(=O)O)c2ccccc2)c2ccccc2c1=O (stereo not drawn)
?	Nc1[nH]c(C(=O)c2ccccc2)c(-c2ccccn2)c1C(=O)c1c[nH]c2ccc(F)cc12
-28.5%	CN(C)CCCNC(N)=O
9.2%[176 µM]	CCNC(=O)Nc1ccc([C@@H](O)[C@H]2COCC(=O)N2CC)cc1

4 of the compounds above, as labelled records.
O=C(N[C@H]1CC[C@@]23CCCN2C(=O)CCC[C@H]3[C@H]1Cc1ccccc1)c1ccc(Cl)c(C(F)(F)F)c1
  ALOX12 inh: 0.2%
O=S(=O)(Cc1ccccc1)N[C@H]1CO[C@H]2[C@@H]1OC[C@@H]2n1nnnc1Oc1ccc(-n2ccnc2)cc1
  ALOX12 inh: 57.6%[activator]
CCO[C@H]1CN(Cc2cnc(-c3cccs3)nc2)C[C@@H]1O
  ALOX12 inh: 10.4%
Cc1ccc(SC(C)C(=O)Nc2c(C)cccc2C)cc1 (stereo not drawn)
  ALOX12 inh: 3.4%
